# OX1R antag-1: antagonists of human orexin 1 receptor (OX1R); OX1R-expressing cells, FRET antagonist read-out; inhibition, % at 6.6 µM; 1.8% of 330,000 active; AID 485270; in the data active means inhibition mostly above about 38%, no sharp cut-off; inactive means mostly below about 40%;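 further: 0% = agonist challenge alone and 100% = reference antagonist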
# Target sequence (O43613 whole entry, looked up): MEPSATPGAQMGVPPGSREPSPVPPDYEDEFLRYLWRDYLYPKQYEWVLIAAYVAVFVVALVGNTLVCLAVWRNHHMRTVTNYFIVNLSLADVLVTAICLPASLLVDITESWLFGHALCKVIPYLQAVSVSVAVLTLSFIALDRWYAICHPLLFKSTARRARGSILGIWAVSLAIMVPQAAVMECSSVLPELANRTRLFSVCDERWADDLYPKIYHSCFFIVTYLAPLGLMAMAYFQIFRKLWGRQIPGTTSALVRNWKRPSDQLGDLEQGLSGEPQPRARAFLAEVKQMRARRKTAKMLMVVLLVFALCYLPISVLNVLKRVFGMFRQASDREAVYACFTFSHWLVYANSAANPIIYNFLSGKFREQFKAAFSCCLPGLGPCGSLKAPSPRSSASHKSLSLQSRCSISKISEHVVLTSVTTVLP
# CHT allo act: human CHT allosteric activation; CHT-expressing cells, membrane potential dye, choline EC20; active compounds read high; LV-AA mutant CHT in HEK293 cells; Q9GZV3; 0.49% of 310,000 active; B-score at 10 µM; AID 488977;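 active means initial fluorescence not abnormally high and integrated response B-score, plate-corrected, over 3 SD above library mean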
# Target sequence (Q9GZV3 whole entry, looked up): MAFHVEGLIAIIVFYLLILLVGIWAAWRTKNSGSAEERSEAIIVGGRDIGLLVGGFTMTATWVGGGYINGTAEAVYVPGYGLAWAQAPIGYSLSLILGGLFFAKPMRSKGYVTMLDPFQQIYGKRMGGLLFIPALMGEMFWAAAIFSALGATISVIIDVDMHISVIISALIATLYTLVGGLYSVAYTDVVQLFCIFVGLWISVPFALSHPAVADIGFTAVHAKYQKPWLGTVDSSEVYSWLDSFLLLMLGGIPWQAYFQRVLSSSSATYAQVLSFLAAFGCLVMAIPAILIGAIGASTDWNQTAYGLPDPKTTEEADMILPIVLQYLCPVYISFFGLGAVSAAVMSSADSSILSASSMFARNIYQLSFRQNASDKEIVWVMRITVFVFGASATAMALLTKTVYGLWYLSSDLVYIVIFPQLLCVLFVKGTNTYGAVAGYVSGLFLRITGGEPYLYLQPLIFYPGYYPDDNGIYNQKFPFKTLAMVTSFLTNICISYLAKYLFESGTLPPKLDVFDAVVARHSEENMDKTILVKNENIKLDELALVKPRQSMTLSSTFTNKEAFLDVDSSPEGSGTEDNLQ
# OX1R antag-2: antagonists of human orexin 1 receptor; inhibition, % at 5 µM; CHO/OX1R cells, Fluo-8 calcium fluorescence, orexin A; AID 434989; 0.43% of 330,000 active;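 active means inhibition above its plate's threshold, mean inhibition of all tested compounds on the plate plus 3 SD, cut at about 37% in these data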;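 further: 0% = orexin A challenge wells and 100% = SB-334867-A antagonist wells; not every result past the cut was called active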
# * = called active by the depositor; i = inactive; . = no result given.
# The line under a structure holds: OX1R antag-1, CHT allo act, OX1R antag-2
Cc1ccc(-n2c(=S)[nH]c3[nH]ncc3c2=O)cc1
→ 6.5, i, -15.9
CC(=O)NN1C(=O)/C(=C\c2ccc(Cl)cc2)SC1=S
→ 6.4, i, -4.6
CCN(C(=O)COC(=O)C1CCN(S(=O)(=O)c2ccc3c(c2)OCCO3)CC1)C1CCCCC1
→ 15.4, i, -24.5
COc1ccccc1-c1nnc(SCc2ccccn2)n1C
→ 13.5, i, -5.7
CC(C)(C)c1ccc(Oc2ccc(NC(=O)C3CC=CCC3C(=O)O)cc2)cc1 (stereo unspecified)
→ 12.2, i, -5.3
COc1ccc(-n2ccnc(SCC(=O)NC3CCCCC3)c2=O)cc1
→ 20.9, i, -10.1
CCOC(=O)c1c(C)[nH]c2cc(Br)c(O)cc12
→ 20.3, i, -6.6
COc1ccc(COC(=O)CCNC(=O)c2ccc(Cl)cc2)cc1
→ 52.8*, i, -10.8
Cc1c(C(=O)NCCc2ccc(S(N)(=O)=O)cc2)cccc1[N+](=O)[O-]
→ 6.6, i, -9.9
CC(C)Cc1ccccc1S(N)(=O)=O
→ 11.5, i, 2.4
Oc1ccccc1C1=NCCNC(C(F)(F)C(F)F)=C1
→ 10.0, i, -10.3
N/C(CC(=O)Nc1cc(C(F)(F)F)ccc1Cl)=N\O
→ 11.1, i, -17.2
CN(C)S(=O)(=O)c1ccc(NC(=O)CN2CCCC2c2ccc3c(c2)OCCCO3)cc1 (stereo unspecified)
→ -1.4, ., -14.6
O=C(COC(=O)c1ccc(F)c(S(=O)(=O)N2CCOCC2)c1)NCc1ccc(Cl)cc1
→ 7.9, ., -15.4
CCCCn1c(N)c(N(CC(C)C)C(=O)c2ccc(-c3ccc(C(C)=O)cc3)o2)c(=O)[nH]c1=O
→ 13.7, i, -34.7
Cc1ccc(S(=O)(=O)N2Cc3ccccc3CC2C(=O)Nc2ccc3c(c2)OCO3)cc1 (stereo unspecified)
→ 20.1, i, -14.4
C[C@H](CO)N1C[C@H](C)[C@@H](CN(C)S(=O)(=O)c2cccs2)Oc2c(NC(=O)C3CC3)cccc2C1=O
→ 2.5, ., -14.4
Cc1occc1C(=O)Nc1ccc(OCc2ccccc2)cc1
→ 27.9, i, -15.9
CCOC(=O)c1c(C)nc(C)c(C(=O)OCC)c1-c1cccc(N)c1
→ 23.3, i, -18.8
CC(=O)Nc1ccc(OS(=O)(=O)c2c(C)cc(C)cc2C)cc1
→ 13.2, i, -15.8
c1ccc(COc2cccc(CN3CCN(c4ccccn4)CC3)c2)cc1
→ -2.8, i, -27.4
Cc1cc(NC(=O)COC(=O)CCNS(=O)(=O)c2c(Cl)cccc2Cl)no1
→ 4.3, i, -25.9
Cc1cc(NC(=O)c2ccc3c(c2)OCCO3)ccc1NC(=O)c1cc2ccccc2o1
→ 3.9, i, -19.5
Cc1ccc[n+](-c2nc3ccccc3nc2[N-]S(=O)(=O)c2ccccc2)c1
→ 27.4, i, -5.9
CC1Oc2ccccc2N(CC(=O)N2CCCc3ccccc32)C1=O (stereo unspecified)
→ 18.7, i, -17.6
CS(=O)(=O)NCCCNc1ccc(Cl)cc1[N+](=O)[O-]
→ 42.6*, i, -7.7
CN(C)n1cccc1/C=C(\C#N)S(=O)(=O)c1ccc(Cl)cc1
→ 25.2, i, 63.3*
CCc1nnc(NC(=O)CSc2nnc(-c3ccc(OC)cc3)n2C)s1
→ 14.3, i, -29.3
CCN(c1ccccc1)S(=O)(=O)c1ccc(C(=O)NNC(=O)c2ccccc2F)cc1
→ 0.7, ., -14.2
COc1ccc(NC2CC(=O)N(C(C)C)C2=O)cc1 (stereo unspecified)
→ -2.2, i, -5.1
COc1ccc2c(CC(=O)Nc3ccc(N4CCOCC4)cc3)coc2c1
→ 4.5, i, -29.3
COc1ccc(S(=O)(=O)N2CCCCCC2)cc1C(=O)NCCOc1ccc(C)cc1
→ -1.2, i, -49.1
S=C(NCCCN1CCOCC1)N1CCOCC1
→ 1.2, i, 7.6
Cc1ccccc1NC(=O)CSc1nnc(CNC(=O)c2ccc3c(c2)OCO3)n1C
→ 8.5, i, 0.1
CN1C(=O)NC(c2cccc(F)c2)C2=C1CC(C)(C)CC2=O (stereo unspecified)
→ -10.0, i, -6.1
CCCNC(=O)c1cccc(COCC(F)(F)C(F)F)c1
→ 8.4, i, -10.2
CC(C)CC(=O)Nc1nnc(SCC(=O)Nc2nccs2)s1
→ 18.4, i, -11.5
CCCc1cc(=O)oc2cc(OCC(=O)N3CCN(C(=O)C4COc5ccccc5O4)CC3)ccc12 (stereo unspecified)
→ 14.8, i, -12.7
CC(C)[C@H](NC(=O)c1ccccc1)C(=O)OCC(=O)Nc1sccc1C(N)=O
→ 25.7, ., 12.8
CCOc1ccccc1NC(=O)Cc1cccs1
→ 10.9, i, -24.0
Cc1ccccc1C(=O)N1CCN(S(=O)(=O)c2ccccc2)CC1
→ 16.2, i, -2.1
Cc1ccsc1CN(C(=O)c1ccc([N+](=O)[O-])cc1)C1CCS(=O)(=O)C1 (stereo unspecified)
→ 15.2, i, -7.7
O=C(NCCc1ccccc1F)C1CCCN1S(=O)(=O)c1ccccc1 (stereo unspecified)
→ 14.5, i, -4.9
Cc1sc2nc(C3CC3)nc(N3CCN(C(=O)c4ccccc4F)CC3)c2c1C
→ 20.1, i, -30.9
CC1(C)CC(=O)C2=C(C1)N(CC1CCCO1)C(=O)NC2(C(F)(F)F)C(F)(F)F (stereo unspecified)
→ -1.5, i, 1.8
CC(O)[C@H]1CNCCN1CCc1cccc(F)c1 (stereo partly specified)
→ 4.5, i, -4.6
CC(C)OCCCN1C=C2C(=O)C(C)(OC(=O)CCc3ccccc3)C(=O)C=C2C=C1c1ccc(C#N)cc1 (stereo unspecified)
→ 35.4, i, -11.1
CCOC(=O)COc1ccc(Br)cc1/C=C/c1[nH]c(=O)[nH]c(=O)c1[N+](=O)[O-]
→ 24.6, i, -13.0
CN1CCN(S(=O)(=O)c2ccc3c(c2)CC(=O)N3C)CC1
→ 40.2, i, -8.6
CCOc1ccc2[nH]c(=O)c(CN(Cc3ccco3)C(=O)c3cccc(F)c3)cc2c1
→ 10.3, i, -26.7
CCCCCCCCNC(=O)c1cccnc1SCC(=O)Nc1ccc(OC)cc1OC
→ 13.4, i, -16.3
Cc1ccc(C(=O)CN(C(=O)c2ccc(Cl)c(Cl)c2)N2C(=O)C3C4C=CC(C4)C3C2=O)cc1 (stereo unspecified)
→ 7.5, i, -22.3
CCCCCc1n[nH]c2c1CCCC2
→ 16.8, i, -25.8
Cc1ccc(OCCC(=O)Nc2ccc(S(=O)(=O)Nc3cc(C)nc(C)n3)cc2)cc1
→ 14.8, i, -10.1
COCCS(=O)(=O)N(Cc1ccc(Br)cc1)[C@@H](C)C(=O)OC
→ 3.7, ., -14.7
CS(=O)Cc1cc(Oc2ccccc2)nc(-c2ccncc2)n1 (stereo unspecified)
→ 19.1, i, -22.5
CCN(C(=O)COC(=O)c1cnc(C)cn1)c1c(N)n(Cc2ccccc2)c(=O)[nH]c1=O
→ 12.8, ., -7.0
Cc1nc(C(=O)NC2CCOCC2)sc1C1(C)CC(c2cccc([N+](=O)[O-])c2)=NO1 (stereo unspecified)
→ 9.9, i, -8.2
CCOC(=O)c1ccc(NC(=O)c2nc[nH]c2C(=O)N2CCN(c3ccccc3)CC2)cc1
→ 10.4, i, -16.4
O=C(Oc1ccccc1N1C(=O)C2CC=CCC2C1=O)c1ccc(Br)cc1 (stereo unspecified)
→ -8.8, i, -20.8

# Other entries
# The line under a structure holds: OX1R antag-1, CHT allo act, OX1R antag-2
Cc1ccc(/C=C/S(=O)(=O)NCC(=O)OCC(=O)Nc2c(F)cccc2F)cc1
→ 18.8, i, -0.5
O=C(NCc1nc2ccccc2[nH]1)C1=C[C@H](C2CC2)C[C@H](OCCCCO)O1
→ 26.5, i, -12.3
COc1ccc2[nH]c3c(=O)n(Cc4ccc(C(=O)N5CCCC5)cc4)c(=S)[nH]c3c2c1
→ 22.1, i, -17.1
O=c1[nH]c(N/N=C/c2ccccc2Br)nnc1-c1ccccc1
→ 33.0, i, -17.3
Cc1cc(C)c(C#N)c(SCc2ccccc2F)n1
→ 12.8, i, -12.9
O=C(c1ccccc1Oc1ccc([N+](=O)[O-])cc1)N1CCOCC1
→ 17.6, i, -6.2
Cc1ccccc1N(CC(=O)N1CCc2ccccc2C1)S(C)(=O)=O
→ 6.9, i, -0.7
CC(C)C(=O)N1CCN(c2ccc(NC(=O)c3ccc(Br)o3)cc2)CC1
→ 39.3, i, -6.7
CC(=O)Oc1ccc(-c2cccc(C(=O)OCC(=O)N(C)c3ccccc3)c2)cc1
→ 13.5, i, 4.8
Cc1ccc(-n2c(Cc3cccn3C)nnc2SCC(=O)Nc2ccc3c(c2)OCO3)cc1
→ 13.9, i, -35.4
Cc1nnsc1NC(=O)OCc1ccccc1Cl
→ 8.9, i, -0.3
CCN(CC)CCOC(=O)C1(c2ccc([N+](=O)[O-])cc2)CCCC1
→ 16.8, i, -7.0
CCOC(=O)c1cc(C(C)=O)c(=O)[nH]c1C
→ 5.5, i, 8.5
Cc1ccc(N(Cc2cc3ccc(C)cc3[nH]c2=O)C(=O)c2cccs2)cc1
→ 9.4, i, -20.6
COc1ccc(N2C(=O)CSC23C(=O)Nc2ccccc23)cc1 (stereo unspecified)
→ 11.4, i, 12.7
O=C(Cn1nnc2c(cnn2-c2ccccc2)c1=O)N1CCN(c2ccccc2F)CC1
→ 10.4, i, -17.1
Cc1ccccc1CSc1n[nH]c(NS(=O)(=O)c2ccccc2)n1
→ 18.1, i, -6.3
CCCCNC(=O)CC1N=C2c3ccccc3N=C(SCC(=O)Nc3ccc(OC)cc3)N2C1=O (stereo unspecified)
→ 17.7, i, -22.9
O=C(O)CCC(=O)Nc1ccc2c(c1)Cc1cc(NC(=O)CCC(=O)O)ccc1-2
→ 1.9, i, -13.4
CC1CCCCN1CC(=O)c1c(N)n(Cc2ccccc2)c(=O)n(C)c1=O (stereo unspecified)
→ 8.4, i, -2.5
O=C(NCc1ccccc1)c1ccc2c(=O)[nH]c3c(C(=O)NCC4CCCO4)sc(=S)n3c2c1 (stereo unspecified)
→ 20.9, i, -9.0
CCCN(CCC)S(=O)(=O)c1cc(CN2C(=O)c3cccnc3C2=O)ccc1OC
→ 3.4, i, -14.4
CCOC(=O)/C(C#N)=C/NC(=O)NC(C)(C)C
→ 10.1, i, -10.2
COC(=O)CN1C(=O)[C@H]2[C@@H](c3ccc(C)o3)N3C(=O)CN(Cc4ccc(-c5ccccc5)cc4)C(=O)[C@@]3(C)[C@H]2C1=O
→ 7.8, i, -14.5
COc1ccc(-c2cc(C(=O)OCC(=O)NC(C)C)c3ccccc3n2)cc1
→ 33.7, i, -14.7
CCNS(=O)(=O)c1ccc(NC(=O)Cn2nc(C(F)(F)F)cc2C)cc1
→ 6.5, i, -6.2
COc1ccc(/C=C/C(=O)OCC(=O)NC2CCS(=O)(=O)C2)cc1 (stereo unspecified)
→ 2.1, ., -23.6
Cc1cc(C)cc(NC(=O)COC(=O)c2ccc(CN3CCCC3=O)cc2)c1
→ 7.6, ., -20.8
COCCn1c(SCc2c(F)cccc2Cl)nc2c1c(=O)[nH]c(=O)n2C
→ 15.6, i, -19.9
CC(C)C(=O)N1CCN(S(=O)(=O)c2ccc3ccccc3c2)CC1
→ 6.3, i, -31.9

# Some entries already given, limited to OX1R antag-1:
molecule	OX1R antag-1
O=C(NCc1ccccc1)c1ccc2c(=O)[nH]c3c(C(=O)NCC4CCCO4)sc(=S)n3c2c1 (stereo unspecified)	20.9
CCCN(CCC)S(=O)(=O)c1cc(CN2C(=O)c3cccnc3C2=O)ccc1OC	3.4

# Other structures:
# The line under a structure holds: OX1R antag-1, CHT allo act, OX1R antag-2
Cc1ccc(C)n1-c1ccc(N2CCOCC2)c(Br)c1
→ 10.0, i, -10.1
Cc1cc(C)c(S(=O)(=O)N2CCCCC2C(=O)O)c(C)c1 (stereo unspecified)
→ 6.7, i, 1.5
CCOC(=O)C1=C(c2ccccc2)NC(=O)N(C(C)=O)C1c1cccc([N+](=O)[O-])c1 (stereo unspecified)
→ 26.1, i, -41.5
O=c1c2cc(N3CCOCC3)ccc2[nH]c(=S)n1Cc1cccc(Cl)c1
→ 12.7, i, -5.5
CC1CC(C)(C)CC2(C1)NC(=O)N(CC(=O)OCc1ccc(Br)cc1)C2=O (stereo unspecified)
→ -3.5, ., -30.8
CCCSCCCNC(=O)CC1Oc2ccccc2NC1=O (stereo unspecified)
→ 6.1, i, -26.0
CCCc1cc(=O)oc2cc(OCc3ccc(C(=O)O)o3)ccc12
→ 7.8, i, -8.2
COc1ccccc1/C=N\N=C(\N)c1ccccn1
→ 32.0, i, -20.8
O=C1c2cccnc2C(=O)N1c1cccc([N+](=O)[O-])c1
→ 13.9, i, -13.2
COc1ccc(C(=O)/C=C/Nc2cc(C)on2)c(OC)c1
→ 13.8, i, -6.7
CSc1sc(C(=O)NNC(=O)c2ccc(Cl)cc2)c2c1C=CCC2
→ 21.5, i, -10.6
Cc1c(C2(O)CCCCC2)[nH]c2cnccc12
→ 3.8, ., 1.7
Cc1ccc(C(=O)c2ccccc2C(=O)Nc2ccccc2)cc1
→ 29.2, i, -19.9
CC(NC(=O)C(NS(=O)(=O)c1cccc2nsnc12)C(C)C)c1ccccc1 (stereo unspecified)
→ 37.5, i, -21.7
Cc1c(CC(=O)O)c(=O)oc2cc(OCc3ccc(F)cc3Cl)ccc12
→ 5.9, i, -16.9
CC(=O)NCCOc1nc(N(C)C)nc(N2CCOCC2)n1
→ 1.7, i, -6.7
C=CCn1c(SCc2ccccc2F)nc2cc(C(=O)O)ccc2c1=O
→ 13.7, i, -13.6
C/C(=N\NC(=O)CC(C)C)c1ccc(Cl)c(Cl)c1
→ 18.5, i, -11.0
Cc1cc(=O)[nH]c(-c2ccccc2)n1
→ 1.2, i, -27.2
CS(=O)(=O)Cc1cc(N2CCCC2)nc(-c2ccccc2)n1
→ 27.8, i, -14.2
